GIRK2 act: GIRK2 channel activators by thallium flux; AID 1259324; activation (% efficacy), % for hits at 37.5 µM; P48051; 34,000 tested, under 10 active; HEK293 GIRK2/NPY4 cells, thallium flux fluorescence;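 active means primary screen hit, no activity in plain HEK293 cells, and in GIRK2-only cells above 5% efficacy rising with concentration; inactive means the rest, including fluorescent compounds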;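 further: efficacy is normalized control-subtracted fluorescence 15 s after thallium addition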
Target sequence (P48051 whole entry, looked up): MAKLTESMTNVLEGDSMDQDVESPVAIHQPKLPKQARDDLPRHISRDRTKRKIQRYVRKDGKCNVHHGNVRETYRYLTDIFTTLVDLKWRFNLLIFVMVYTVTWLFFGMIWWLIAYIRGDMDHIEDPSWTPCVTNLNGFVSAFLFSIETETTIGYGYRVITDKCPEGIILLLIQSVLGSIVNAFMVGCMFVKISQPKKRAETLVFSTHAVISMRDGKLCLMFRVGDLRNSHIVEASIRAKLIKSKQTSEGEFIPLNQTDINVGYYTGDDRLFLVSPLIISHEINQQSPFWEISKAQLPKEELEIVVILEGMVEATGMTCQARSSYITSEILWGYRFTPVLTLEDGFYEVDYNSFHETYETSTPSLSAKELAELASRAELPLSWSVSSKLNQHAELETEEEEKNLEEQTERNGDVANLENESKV
Calls only; i = inactive.

SMILES | GIRK2 act
COc1ccc([N+](=O)[O-])cc1NC(=S)NC1CCS(=O)(=O)C1 (configuration not stated) | i
COc1cc(OC)cc(C(=O)Nc2ccc(N3CCCC3=O)c(C)c2)c1 | i
Cc1onc(-c2ccccc2Cl)c1C(=O)NCC(O)(c1ccco1)C1CC1 (configuration not stated) | i
COc1ccc(NC(=O)Cn2c(C)cc(C)c(S(=O)(=O)c3ccc(OC)cc3)c2=O)cc1 | i
O=S(=O)(CCCOc1ccc(F)cc1)N1CCCC1 | i
COc1ccc(C(=O)NCC(c2cccn2C)N2CCCC2)c(OC)c1 (configuration not stated) | i
CC(=O)Nc1ccc(NC(=O)c2ccc(N3CCCCS3(=O)=O)cc2)cc1 | i
COc1ccc(OC)c2sc(N(CCN3CCOCC3)C(=O)/C=C/c3ccc([N+](=O)[O-])cc3)nc12 | i
CNS(=O)(=O)CCCOc1cccc2c1OC(C)(C)C2 | i
COc1ccc(CCNC(=O)Cn2nc(-c3ccc(Cl)cc3)ccc2=O)cc1 | i
Cn1cccc1C(CNC(=O)C1CCCCC1)N1CCc2ccccc2C1 (configuration not stated) | i
CC(C)NC(=O)N1CCN(Cc2nc(-c3ccco3)cs2)CC1 | i
COCCNC(=O)Cc1ccc(NS(=O)(=O)c2ccc(NC(C)=O)cc2C)cc1 | i
CS(=O)(=O)N1CCCc2ccc(NC(=O)C(=O)NCCc3ccccc3)cc21 | i
O=C(NCCOc1ccc2nnc(-c3ccccc3Cl)n2n1)NCc1ccccc1 | i
COc1cccc2cc(C(=O)NCC(c3ccco3)N3CCN(c4ccc(F)cc4)CC3)c(=O)oc12 (configuration not stated) | i
O=C(Cc1cc(-c2cccs2)on1)NCc1ccccc1 | i
O=C(c1cnccn1)N1CCN(c2ccc(N3CCOCC3)nn2)CC1 | i
COc1ccc(CC2S/C(=C(/C#N)C(=O)Nc3ccc(C)cc3)N(c3ccc(C)c(C)c3)C2=O)cc1 (configuration not stated) | i
COc1ccc(-c2nnc(NC(=O)C3CCCCC3)o2)cc1OC | i
COCc1c(C(=O)NCc2ccco2)nnn1-c1ccc(C)cc1 | i
CCOC(=O)c1c(SCC(=O)Nc2nc3ccc(C)cc3s2)nc(=O)[nH]c1C | i
O=C(Cc1csc(Nc2cccc(Cl)c2)n1)N1CCN(c2ncccn2)CC1 | i
CSCCC(C)(O)CNC(=O)CCS(=O)(=O)c1ccccc1 (configuration not stated) | i
COc1cn2c(cc1=O)C(=O)N(CCNC(=O)c1ccc(Br)o1)CC2 | i
Cc1nn(C2CCS(=O)(=O)C2)c(C)c1CC(=O)Nc1ccc2c(c1)Cc1ccccc1-2 (configuration not stated) | i
CCOc1ccc2ccccc2c1C(=O)Nc1ccc(N2CCCC2=O)c(OC)c1 | i
CNC(=O)Cn1nnn(-c2ccc(NC(=O)C(C)(C)Oc3ccc(Cl)cc3)cc2)c1=O | i
CCOc1ccccc1C(=O)N1CCC(C(=O)NCC(F)(F)F)CC1 | i
O=C(Cc1csc(Nc2ccccc2)n1)NCCc1c[nH]c2ccccc12 | i
CC(C)n1ccc(-c2nnc(NC(=O)c3ccc(S(=O)(=O)N4CCOCC4)cc3)o2)n1 | i
Cc1cc(C)n(CCNC(=O)C2CC2)n1 | i
O=C(c1cccs1)N(CCCn1ccnc1)c1nc2ccccc2s1 | i
COc1ccc(Cn2cnc3c4ccccc4n(CC(=O)Nc4cccc(C(C)=O)c4)c3c2=O)cc1 | i
CCc1ccc2c(c1)sc(=NC(=O)C1CCN(S(C)(=O)=O)CC1)n2CC(=O)OC | i
O=C(NCCCn1cccc1)c1cc(C(F)(F)F)cc(C(F)(F)F)c1 | i
O=C1CCCC(=O)N1CCS(=O)(=O)N1CCN(Cc2ccc3c(c2)OCO3)CC1 | i
O=C(CN1CC(c2nc(-c3ccsc3)no2)C1)Nc1cccc(C(F)(F)F)c1 | i
CCCCNC(=O)COc1c(C)cc(Br)cc1C | i
O=C(Cn1cnc(-c2cccs2)cc1=O)NCCc1c[nH]c2ccccc12 | i
Cc1nnc(-c2cn(CC(=O)N3CCCC3)c3ccccc23)o1 | i
COc1ccc2nc(N(CCN3CCOCC3)C(=O)/C=C/c3cccs3)sc2c1 | i
COCCNC(=O)Cn1cc(-c2nnc(-c3ccco3)o2)c2ccccc21 | i
O=c1ccc(-c2ccco2)nn1CCCNS(=O)(=O)Cc1ccccc1 | i
CC1CCN(C(=O)Cn2cc(OCc3ccccc3F)c(=O)cc2CO)CC1 | i
O=C(NCC1CCN(c2ncccn2)CC1)c1cnccn1 | i
NC(=O)c1ccc(NC(=O)c2nn(-c3ccc(F)cc3)cc2OCc2ccccc2)cc1 | i
O=C(NCCn1nc(-n2cccn2)ccc1=O)c1ccncc1 | i
COc1ccc(Cl)c2sc(N(Cc3ccncc3)C(=O)c3ccn(C)n3)nc12 | i
O=C1OC(C(=O)O)Cc2ccc(Br)cc21 (configuration not stated) | i
Going on with the list.
SMILES | GIRK2 act
CCN1C(=O)Cc2cc(NC(=O)Nc3ccccc3)ccc21 | i
COCC(=O)NCCCn1nc(-c2ccccc2)ccc1=O | i
CSc1ccccc1NC(=O)c1ccc(N2CCCCS2(=O)=O)cc1 | i
COc1ccc(OC)c(-n2c(-c3ccccc3)cn3c4c(=O)n(CC(C)=O)c(=O)n(C)c4nc23)c1 | i
O=C(Cc1cccc(F)c1)NC1(c2nc(-c3cccnc3)no2)CCCCC1 | i
CC(C)S(=O)(=O)c1ccc(C(=O)Nc2sccc2C#N)cc1 | i
CC(C)OCCCNC(=O)C(=O)Nc1c2c(nn1C(C)(C)C)CS(=O)(=O)C2 | i
CN(CCC#N)C(=O)CCn1cnc2c(cnn2-c2ccccc2)c1=O | i
COc1ccc(S(=O)(=O)N2CCC(C(=O)Nc3ccc4c(c3)OCCO4)CC2)cc1 | i
COc1nn(C)cc1-c1nnc(SCC(=O)N(C(C)C)C(C)C)n1C | i
COc1ccc(-c2cc(C(=O)NC3CCCCC3C)c3c(C)nn(C4CCS(=O)(=O)C4)c3n2)cc1 (configuration not stated) | i
COc1ccc(C)cc1NC(=O)C(=O)NCCCN1CCOC(c2ccccc2)C1 (configuration not stated) | i
O=C(COc1ccccc1F)NCC(O)(c1cccs1)C1CC1 (configuration not stated) | i
O=C(CN(c1ccc(F)cc1)S(=O)(=O)c1cccnc1)N1CCc2ccccc21 | i
COCCCNC(=O)C(=O)Nc1c2c(nn1-c1cccc(Cl)c1)CS(=O)(=O)C2 | i
CCOC(=O)N1CCN(CC(O)COc2cccc(OC)c2)CC1 (configuration not stated) | i
Cn1c(=O)c2c(nc(Nc3ccc(Cl)c(Cl)c3)n2CC(=O)O)n(C)c1=O | i
COc1ccc(S(=O)(=O)N2CCN(Cc3nnnn3-c3ccccc3)CC2)cc1OC | i
CC(=O)c1ccccc1OCC(O)CN1CCN(c2ccccc2F)CC1 (configuration not stated) | i
Cc1cccc(NC(=O)CN2CCC(c3nnc(C(C)C)o3)CC2)c1C | i
COc1ccc(Cl)cc1NC(=O)CSc1ncnc2c1nnn2C | i
O=C(Nc1ccc(Cl)cc1)c1ccc(=O)n(Cc2ccccc2Cl)c1 | i
CCCCN(C)S(=O)(=O)CCNC(=O)c1ccc(OC)cc1 | i
COc1cccc(-n2nnnc2SCC(=O)Nc2ccc(Cl)cc2)c1 | i
Cc1cc(NC(=O)CC2CCCCC2)n(-c2nc3c(cnn3-c3ccc(C)c(C)c3)c(=O)[nH]2)n1 | i
O=C(CN1C(=O)CCC1=O)N1CCOCC1 | i
Cc1ccc(-c2nsc(C(=O)NC3CCCC3)c2N)cc1 | i
CON(C)C(=O)C1CN(C(=O)c2cccs2)C1 | i
Cc1cc(C(=O)N(Cc2ccsc2)C2CC2)no1 | i
COc1ccc(S(=O)(=O)CC(=O)Nc2nc(-c3ccccc3)c(C(=O)c3ccccc3)s2)cc1 | i
O=C(Nc1nc(-c2ccc(Cl)cc2Cl)cs1)c1ccno1 | i
Cc1c(Cl)cccc1NC(=O)Cn1c(=O)c(CNc2ccccc2)cc2cc3c(cc21)OCCO3 | i
CCSc1ccc(CC(=O)Nc2nnc(-c3ccnn3C(C)C)o2)cc1 | i
COC(=O)c1ccc2c(=O)n(CC(=O)N3CCN(Cc4ccccc4)CC3)c(=S)[nH]c2c1 | i
COc1cc(NC(=O)COc2cccc(C)c2)ccc1N1CCCC1=O | i
CC(C)c1ccc(S(=O)(=O)NCCN2CCOC(c3ccccc3)C2)cc1 (configuration not stated) | i
COc1ccc(NC(=O)c2ccc(S(=O)(=O)N(C)Cc3ccco3)cc2)c2ccccc12 | i
O=C(CN1C(=O)c2ccccc2C1=O)NCCCN1CCOC(c2ccccc2)C1 (configuration not stated) | i
O=C(NC1CCc2ccccc21)c1nnn(-c2ccc(F)cc2)c1-c1ccncc1 (configuration not stated) | i
Cc1ccc(NC(=O)c2ccc(=O)n(CC(=O)Nc3ccc(F)c(F)c3)n2)cc1 | i
COc1ccc(Cl)cc1N1CC(c2nc(-c3cc(OC)c(OC)c(OC)c3)no2)CC1=O (configuration not stated) | i
COc1ccc(C(=O)N2CC(C)C(=O)Nc3ccccc32)cc1OC (configuration not stated) | i
COc1ccc(NC(=O)Cn2cnc3c(sc4cccc(Cl)c43)c2=O)cc1OC | i
CSCCC(C)(O)CNS(=O)(=O)c1ccccc1Cl (configuration not stated) | i
COC(=O)c1ccc(NC(=O)CN2CCN(c3nccn3C)CC2)cc1 | i
CC(=O)N1CCN(c2nc3c(c(=O)[nH]c(=O)n3C)n2Cc2ccccc2Cl)CC1 | i
Cc1ccc(NC(=O)CSc2nc(=O)n(CCCO)c3c2CCC3)cc1F | i
O=C(NCCN1CCN(C(=O)c2cc(=O)c3ccccc3o2)CC1)c1ccsc1 | i
COc1ccc2c(c1)CCN(C(=O)c1nc(-c3cnccn3)no1)C2 | i
Cc1ccc(NC(=S)NC(=O)c2ccc([N+](=O)[O-])cc2)nc1 | i
More results follow:
SMILES | GIRK2 act
COc1cccc(C(CNC(=O)C(=O)NC2CCCCC2)N2CCOCC2)c1 (configuration not stated) | i
O=C(NCCn1nc(-c2cccnc2)ccc1=O)c1cc(-c2ccco2)on1 | i
O=C(NCc1cccs1)NCC1CCN(C(=O)Nc2ccc(F)cc2)CC1 | i
Cc1nnc2ccc(OCCNS(=O)(=O)c3ccc(Cl)cc3)nn12 | i
CCc1ccc(OCCS(=O)(=O)Nc2ccc(NC(C)=O)cc2)cc1 | i
COc1ccc(CNC(=O)C(=O)Nc2ccc3c(c2)N(S(C)(=O)=O)CCC3)cc1 | i
CCOc1ccc2ccccc2c1C(=O)N1CCOC(c2ccccc2)C1 (configuration not stated) | i
COc1cccc(NC(=O)C(=O)NCC(c2cccs2)N(C)C)c1 (configuration not stated) | i
COc1ccc(NC(=O)CN2CCc3[nH]c4ccc(Cl)cc4c(=O)c3C2)cc1OC | i
O=C(Nc1nnc(-c2ccco2)o1)c1ccno1 | i
COc1ccc(S(=O)(=O)NCC2CCN(C3CCCC3)CC2)cc1OC | i
O=C(Nc1nc(-c2nc3ccccc3s2)cs1)c1cc(-c2ccco2)on1 | i
COc1ccc(CNC(=O)N(Cc2cccs2)Cc2cccn2C)cc1OC | i
COc1ccccc1NC(=O)Cc1csc(NC(=O)c2ccc(=O)[nH]c2)n1 | i
Cc1cc(C(=O)N2CCOCC2)nn1CC(=O)Nc1ccc2c(c1)OCCO2 | i
COc1cccc(-c2cc(CC(=O)Nc3cccc(NC(C)=O)c3)no2)c1 | i
COc1ccc(N(CC(=O)N2CCN(c3ccccc3)CC2)S(=O)(=O)c2cccnc2)cc1 | i
COc1cc(OC)cc(C(=O)N2CCC3(CC2)C(=O)N(C)C(=O)N3C)c1 | i
COc1ccc(F)cc1S(=O)(=O)NCCOc1ccc(-c2ccco2)nn1 | i
CCOC(=O)N1CCN(C(=O)c2ccc3c(=O)n(Cc4ccccc4Cl)c(=S)[nH]c3c2)CC1 | i
CCOC(=O)N1CCN(S(=O)(=O)c2ccc3oc(=O)ccc3c2)CC1 | i
Cc1cc(=O)[nH]c(-n2nc(C)c(CCC(=O)N3CCN(c4ccccc4)CC3)c2C)n1 | i
Cc1ccc(Nc2nc(NCc3ccccn3)nc3[nH]ncc23)cc1C | i
COc1ccc(-n2c(C)nc3ccc(NS(=O)(=O)c4ccccc4[N+](=O)[O-])cc3c2=O)cc1 | i
CC(=O)c1cccc(NS(=O)(=O)c2ccc(Oc3ccccc3)cc2)c1 | i
COc1ccc(Cl)cc1NC(=O)Cn1c(-c2ccc(F)cc2)ncc(C#N)c1=O | i

Filtered by structure, those above with fluorine.
SMILES | GIRK2 act
O=S(=O)(CCCOc1ccc(F)cc1)N1CCCC1 | i
COc1cccc2cc(C(=O)NCC(c3ccco3)N3CCN(c4ccc(F)cc4)CC3)c(=O)oc12 (configuration not stated) | i
CCOc1ccccc1C(=O)N1CCC(C(=O)NCC(F)(F)F)CC1 | i
O=C(NCCCn1cccc1)c1cc(C(F)(F)F)cc(C(F)(F)F)c1 | i
O=C(CN1CC(c2nc(-c3ccsc3)no2)C1)Nc1cccc(C(F)(F)F)c1 | i
CC1CCN(C(=O)Cn2cc(OCc3ccccc3F)c(=O)cc2CO)CC1 | i
NC(=O)c1ccc(NC(=O)c2nn(-c3ccc(F)cc3)cc2OCc2ccccc2)cc1 | i
O=C(Cc1cccc(F)c1)NC1(c2nc(-c3cccnc3)no2)CCCCC1 | i
O=C(COc1ccccc1F)NCC(O)(c1cccs1)C1CC1 (configuration not stated) | i
O=C(CN(c1ccc(F)cc1)S(=O)(=O)c1cccnc1)N1CCc2ccccc21 | i
CC(=O)c1ccccc1OCC(O)CN1CCN(c2ccccc2F)CC1 (configuration not stated) | i
O=C(NC1CCc2ccccc21)c1nnn(-c2ccc(F)cc2)c1-c1ccncc1 (configuration not stated) | i
Cc1ccc(NC(=O)c2ccc(=O)n(CC(=O)Nc3ccc(F)c(F)c3)n2)cc1 | i
Cc1ccc(NC(=O)CSc2nc(=O)n(CCCO)c3c2CCC3)cc1F | i
O=C(NCc1cccs1)NCC1CCN(C(=O)Nc2ccc(F)cc2)CC1 | i
COc1ccc(F)cc1S(=O)(=O)NCCOc1ccc(-c2ccco2)nn1 | i
COc1ccc(Cl)cc1NC(=O)Cn1c(-c2ccc(F)cc2)ncc(C#N)c1=O | i

Not all compounds are listed, so the mix of outcomes need not match the whole.
